# mIDH1 inhibitor – blocks human mutant IDH1 R132H enzyme. AID 602179. O75874. Potency, µM (doses to about 76.6 µM), for the others: at the top dose activity change, negative = inhibition, actives largely listed as inhibitors. IDH1-R132H enzyme, NADPH consumption, diaphorase/resazurin fluorescence. 390,000 tested, 0.093% active; further: potency means the concentration at half of the fitted maximal effect; on the % scale 0 is the no-effect control and ±100 the full control effect; nearly all actives have a fitted effect of over 65% in size
#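 IDH1-R132H (0.5 ug/mL) preincubated 30 min with compound, then NADPH (0.016 mM) and alpha-KG (2 mM) added; 80 min at RT, pH 7.5. Remaining NADPH coupled via diaphorase/resazurin to fluorescence (540/590 nm); concentration-response curves normalized to no-enzyme control.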
# TrxR1 inh – rat TrxR1 inhibition; AID 588453; recombinant rTrxR1, NADPH fluorescence consumption, selenite substrate; Potency, µM (doses to about 114 µM), without a hit: at the top dose activity change, negative = inhibition, most hits filed as inhibitors; O89049; 390,000 tested, 1% active; further: potency means the concentration at half of the fitted maximal effect; on the % scale 0 is the no-effect control and ±100 the full control effect; nearly all actives have a fitted effect of over 65% in size
#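 Rat TrxR1 (90 nM in the dispensed reagent) was pre-reduced with 400 uM NADPH for 5 min at room temperature, then incubated with compound for 15 min. After 400 uM selenite was added, NADPH fluorescence (Ex 340/Em 450 nm) was followed for 8 min.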
# Pin1 inh – blocks the human prolyl isomerase Pin1; 390,000 tested, 0.009% active; Pin1 FP peptide displacement, HiFluor488, 10 min; AID 504891; Q13526; Potency, µM (highest dose often 115 µM), without a hit: top-dose activity, negative = inhibition, hits mostly inhibitors; active means well fitted inhibition curve with a large enough effect in the polarisation, with a control signal flat, not every such curve was filed as active; inconclusive means small, poorly fitted or top-dose-only effect, or effect the other way, or a change in a side signal; inactive means no such curve, though single readings can be large or run the other way; the % refers to the polarisation; further: potency means the concentration at half of the fitted maximal effect; on the % scale 0 is the no-effect control and ±100 the full control effect
# Target sequence (Q13526 whole entry, looked up): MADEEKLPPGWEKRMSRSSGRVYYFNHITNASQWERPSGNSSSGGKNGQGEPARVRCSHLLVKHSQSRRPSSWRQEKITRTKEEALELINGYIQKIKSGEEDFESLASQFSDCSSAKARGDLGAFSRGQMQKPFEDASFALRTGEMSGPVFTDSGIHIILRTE
# TrxR1 substrate – is turned over as a substrate by rat TrxR1 | O89049 | purified TrxR1 substrate turnover, NADPH consumption readout | Potency, µM (series often up to 114 µM), without a hit: at the top dose activity change, negative = substrate turnover | 390,000 tested, 0.01% active | AID 588456; further: potency means the concentration at half of the fitted maximal effect; on the % scale 0 is the no-effect control and ±100 the full control effect; nearly all actives have a fitted effect of over 50% in size
#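 Rat TrxR1, dispensed at 90 nM, was prereduced with 400 uM NADPH (final) for 5 min at ~22 deg C, then incubated with compound 15 min before 400 uM selenite. A first-read NADPH fluorescence drop versus no-compound background flagged substrates.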
# D2 antagonist – antagonizes the human D2 dopamine receptor; 340,000 tested, 2% active; inhibition, % at 10 µM; HEK293 TREx D2 cells, calcium flux, dopamine EC80; in the data active means inhibition above about 30%; further: 0% is about no effect
#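 Measurement of antagonist activity uses fluorescent calcium dye in inducible HEK293 T-REx D2 cells: 10 s baseline, compound addition with 180 s read, EC80 dopamine addition with a further 180 s read.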
# D2 agonist – D2 dopamine receptor (human) agonism. P14416. HEK293 T-REx D2 cells, calcium flux agonist mode. activation, % at 2 µM. 340,000 tested, 0.53% active. AID 485358;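 active means activation over 3 SD above normal in the single-dose calcium agonist read, cut at about 30% in these data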; further: 0% is about no effect
#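 HEK293 Trex D2 cells, tetracycline-induced, o/n 30 C 5% CO2; no-wash Ca dye, RT 30–90 min; 10-cycle baseline, 23 nl cpd added, kinetic Ca read 180 s; agonist hits = positive Ca response.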
# TRHR ag – TRH receptor (human) agonism | P34981 | TRHR cells, calcium flux fluo-8, FDSS agonist mode | activation, % at 2 µM | 360,000 tested, 0.18% active | AID 493084; in the data active means activation above about 30%; further: 0% is about no effect
#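 TRHR-expressing cells loaded with fluo-8 calcium dye; 23 nL library compound pin-transferred, kinetic FDSS fluorescence (Ex 480/Em 530) recorded about 180 s for agonist-induced calcium release, before a 10 nM TRH EC20 addition for potentiator mode.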
# USP1-UAF1 inh – blocks the human USP1/UAF1 deubiquitinase complex | O94782 | recombinant USP1/UAF1, Ub-Rhodamine cleavage fluorescence | Potency, µM (titrated, usually from 57.1 µM), for the others: top-dose activity change, negative = inhibition, most hits filed as inhibitors | 390,000 tested, 0.23% active; further: potency means the concentration at half of the fitted maximal effect; on the % scale 0 is the no-effect control and ±100 the full control effect; nearly all actives have a fitted effect of over 60% in size; inactives centre near -12
# Target sequence (O94782 whole entry, looked up): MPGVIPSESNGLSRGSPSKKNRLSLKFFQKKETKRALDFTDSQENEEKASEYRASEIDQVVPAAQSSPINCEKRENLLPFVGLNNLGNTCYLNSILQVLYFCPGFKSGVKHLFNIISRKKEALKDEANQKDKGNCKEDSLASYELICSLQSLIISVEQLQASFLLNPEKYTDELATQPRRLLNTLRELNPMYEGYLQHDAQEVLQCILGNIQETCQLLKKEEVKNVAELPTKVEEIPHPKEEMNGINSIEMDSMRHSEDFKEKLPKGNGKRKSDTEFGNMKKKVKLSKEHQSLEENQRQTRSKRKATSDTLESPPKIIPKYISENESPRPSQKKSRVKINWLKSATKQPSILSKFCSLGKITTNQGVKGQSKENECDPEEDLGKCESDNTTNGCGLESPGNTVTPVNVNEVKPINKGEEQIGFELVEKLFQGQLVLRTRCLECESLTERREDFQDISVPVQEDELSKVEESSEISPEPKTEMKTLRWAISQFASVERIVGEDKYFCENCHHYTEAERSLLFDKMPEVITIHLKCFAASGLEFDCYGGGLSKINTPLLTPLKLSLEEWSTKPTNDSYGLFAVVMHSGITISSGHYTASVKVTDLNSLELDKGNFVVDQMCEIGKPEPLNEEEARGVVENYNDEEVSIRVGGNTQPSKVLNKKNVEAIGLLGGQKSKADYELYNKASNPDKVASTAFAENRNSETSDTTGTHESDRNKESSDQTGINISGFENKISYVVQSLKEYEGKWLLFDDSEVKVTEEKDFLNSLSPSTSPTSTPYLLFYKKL
#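 Step one: compound is pinned into 1nM USP1/UAF1 in HEPES pH 7.8 buffer with TCEP. Step two: 15 min room-temperature incubation. Step three: Ub-Rho (150nM final) starts cleavage, tracked by fluorescence over six one-minute reads.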
# TRHR enhancer – allosteric enhancers of human TRH receptor. P34981. TRHR cells, fluo-8 calcium fluorescence, EC20 TRH enhancement. 360,000 tested, 0.66% active. enhancement, % at 2 µM; in the data active means enhancement above about 30%; further: 0% is about no effect
#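 TRHR-expressing cells loaded with fluo-8 calcium dye were read kinetically (ex 480/em 530) during compound addition, then stimulated with an EC20 of TRH (10 nM final). Enhancement of the Gq-mediated intracellular calcium response was scored.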
# * = called active by the depositor; ? = inconclusive; . = no result given; [ ] = dose if it differs, or a comment. Unless noted, the call rests on the fitted dose curve; in most records, active means well fitted inhibition curve with a large enough effect; inconclusive means small, poorly fitted or top-dose-only effect; inactive means no such curve, though single readings can be large or run the other way.
# Order of values – D2 agonist, TrxR1 inh, Pin1 inh, mIDH1 inhibitor, TrxR1 substrate, D2 antagonist, USP1-UAF1 inh, TRHR enhancer, TRHR ag
> Cc1ccc(NC(=S)N2CCC(NC(=O)c3ccco3)CC2)cc1C
  0.1, -3.6%, -1.5%, -2.0%, -7.5%, 10.3, -3.4%, -5.0, -1.3
> C[C@H](NC(=O)c1nc[nH]c1C(=O)N1CCN(C(=O)OC(C)(C)C)CC1)c1ccccc1
  0.7, 13.1%, -3.6%, 6.8%, 4.4%, 10.1, -22.5%, -12.1, 0.0
> CC(C)CNC(=S)NNC(=O)c1ccc2c(c1)OCO2
  -0.4, -8.3%, -5.3%, 0.9%, -8.3%, -1.1, -4.2%, -3.8, 0.1
> N#Cc1cccc(NC(=O)c2nc(-c3ccccc3)n(-c3ccccc3)n2)c1
  0.1, -1.0%, 12.7%, 3.4%, -4.7%, 8.5, -23.7%, 5.5, 0.2
> CCOC(=O)C1=C(C)N(C)C(=S)NC1c1ccccc1Cl (stereo not given)
  0.2, 0.4%, -4.1%, 6.1%, -5.6%, -0.2, -5.9%, -3.0, -0.7
> COc1ccc(-c2nc(C3CCCCC3)c3cc(OC)ccc3n2)cc1
  0.6, 28.5%, -13.3%, 6.7%, 15.6%, 2.8, -23.1%, -2.0, -0.2
> Clc1nc2ccccc2cc1-c1nnn(-c2ccccc2)n1
  -0.7, 4.1%, 0.4%, -7.7%, -1.9%, -10.7, 19.0%, -5.8, 0.5
> Cc1ccc(-c2cc3nc(-c4ccccc4)cc(N)n3n2)cc1
  -0.5, 1.2%, -5.4%, 1.8%, 20.8%, -8.0, -4.7%, 2.8, -1.8
> CC1=C(C(=O)O)N2C(=O)C(NC(=O)c3ccn(C)n3)C2SC1 (stereo not given)
  0.8, 13.3%[57.1 µM], -10.4%, -2.6%, -0.1%[57.1 µM], -4.1, -17.3%, 13.7, -0.4
> CCN(c1ccccc1)S(=O)(=O)c1ccc(OC)c(NC(=O)CCc2nc3ccccc3c(=O)[nH]2)c1
  0.9, 4.7%, -5.1%, 3.8%, -6.9%, 16.4, -23.4%, -2.8, -0.6
> Cc1cccc(C(=O)Nc2ccc3nc(SCC(=O)N4CCCC4)sc3c2)c1
  -0.3, -0.3%, 21.5%, 4.7%, -6.5%, ., 2.3%, 8.0, 0.0
> CCn1nc(C)cc1C(=O)Sc1ccc(C)cc1
  1.5, ?, 2.9%, 7.5%, 3.1%, -5.6, -26.6%, 1.0, -0.1
> CCNc1nc(NCC)nc(Oc2ccc(N)cc2)n1
  ., 5.8%, -3.2%, -1.7%, 5.5%, ., -17.8%, 0.8, -0.3
> CN(C)/C=C(\C=O)c1ccc(Cl)cc1Cl
  ., 5.5%, -3.5%, 7.7%, -2.0%, ., -3.3%, -7.6, 1.0
> CCN(CC)c1ccc(S(=O)(=O)N2CCOCC2)cc1NC(=O)c1cc(=O)c2ccccc2o1
  1.0, -0.8%, 5.7%, 7.1%, -4.6%, -19.2, -13.2%, -1.1, -1.0
> CCOC(=O)C1=C(C)OC(N)=C(C#N)C1c1ccc(O)c(OC)c1 (stereo not given)
  17.4, -21.1%, -0.9%, 4.3%, -7.2%, -2.4, -8.1%, 4.4, 0.1
> O=C(CNC(=O)c1ccccc1)OCC(=O)N1c2ccccc2Sc2ccccc21
  ., -10.9%, -0.4%, 1.2%, -8.1%, ., -2.5%, -0.3, 2.7
> CC(Nc1nc(-c2ccccc2)nc2ccccc12)c1ccccc1 (stereo not given)
  0.0, 24.6%, ?, 3.9%, 1.1%, 22.1, -21.1%, 5.3, -0.2
> C#CCOCCOCCOCCNc1nc(N2CCN(C(=O)[C@H](CCCCN)n3cc(CCCC)nn3)CC2)nc(N2CCN(C(=O)[C@H](Cc3ccc(O)cc3)n3cc(CCO)nn3)CC2)n1
  0.1, 14.1µM*, 4.3%, -9.2%, 9.8%[57.1 µM], -3.5, -15.9%, 1.1, -0.5
> COc1ccc(S(=O)(=O)N2CCC3(CC2)CC(=O)c2ccccc2O3)cc1C
  -0.2, 6.3%, -4.9%, 1.9%, 0.0%, -9.7, -23.8%, 0.2, -0.4
> COc1ccc(COCC(O)CN2CCOCC2)cc1OC (stereo not given)
  -1.5, 7.7%[57.1 µM], 4.3%, 0.4%, 9.7%[57.1 µM], -16.5, -21.2%, -3.0, 0.3
> COc1ccc(/C=C(\NC(=O)c2ccc([N+](=O)[O-])cc2)C(=O)N2CCOCC2)cc1
  ., 24.1%[57.1 µM], -3.1%, 7.0%, 5.8%[57.1 µM], ., -23.3%, 0.2, 1.6
> CCOc1ccc(-c2nc(CCl)cs2)cc1OC
  7.3, 8.6%[57.1 µM], ?, 6.3%, 14.3%[57.1 µM], -3.3, -19.9%, -1.4, -0.4
> Oc1ccc(C[C@H]2CNC(=S)N2CC2CCCN2C[C@H](Cc2ccc(O)cc2)N2C[C@H](Cc3ccccc3)N(CC3CCCCCC3)C2=S)cc1 (stereo not given in full)
  ., 23.1%, 1.6%, -6.0%, 4.9%, ., ?, ., .
> COc1ccc(CCNC(=O)CCS(=O)(=O)c2cccc3nsnc23)cc1OC
  0.4, ?, 1.5%, 4.4%, -9.1%, 27.3, -16.3%, -4.2, 0.1
> Oc1ccc(-c2onc3ccc(Cl)cc23)cc1
  8.8, ?, 43.7%[activator], 0.0%, -5.8%, 0.4, 1.3%, -11.0, 14.0
> COc1ccc(NC(=O)CCC(=O)N2CCN(S(=O)(=O)c3ccc(C)cc3)CC2)c(OC)c1
  0.0, 14.6%, -0.2%, -1.1%, 6.1%, 3.1, -14.2%, -1.6, 1.1
> CC(=C/c1ccc(C(C)C)cc1)/C=N/NC(=O)c1ccncc1
  -5.0, 27.9%, -0.2%, 5.4%, 15.9%, 36.1*, -17.9%, 15.3, 0.1
> O=C(O)c1ccc(/C=N/NC(=O)c2ccc(CN3c4cccc5cccc(c45)S3(=O)=O)cc2)cc1
  1.1, 5.6%[57.1 µM], ., -4.2%, 25.8%[57.1 µM], -6.7, -18.7%, 2.8, -0.2
> C[C@H]1CN([C@@H](C)CO)C(=O)c2cccc(NC(=O)Nc3ccc(C(F)(F)F)cc3)c2O[C@@H]1CN(C)Cc1ccc(Cl)c(Cl)c1
  ., 21.4%, 0.7%, 0.2%, -8.5%, ., ?, ., .
> CCn1c(=O)c(C(=O)NNC(=O)c2ccccc2F)c(O)c2ccccc21
  47.6*, 4.9%, -0.9%, -7.5%, -6.1%, 21.2, -15.8%, -8.1, 42.9*
> Cc1ccc(C(=O)Nc2ncc3c(n2)CC(c2ccco2)CC3=O)cc1 (stereo not given)
  3.5, ?, 8.1%, 1.2%, 1.3%, 4.7, -3.3%, 2.6, -0.4
> CC(=O)Nc1c(C)ccc(S(N)(=O)=O)c1C
  0.1, 4.6%, -0.6%, -4.7%, 2.6%, -5.0, -12.4%, -10.6, 0.4
> Cc1cn(C(=O)CN2C(=O)c3ccccc3C2=O)c(C)n1
  0.3, -7.0%, 2.3%, 4.0%, -4.1%, 14.6, 0.8%, 0.1, -0.1
> COC(=O)C1=C(C)N(Cc2ccc(OC)cc2)C(=O)C1
  ., 3.3%, -3.8%, 9.1%, 6.1%, ., 1.7%, 7.2, -1.3
> CN(C)C1=NC[C@H](Cc2ccccc2)N1CCCCc1ccccc1
  1.4, -1.9%[57.1 µM], 4.5%, -8.6%, 8.0%, 5.0, -28.4%, 2.6, 0.7
> CCN1C[C@@H]2[C@@H]3C(=O)N(C)C(=O)[C@@H]3[C@](C)(C1=O)N2C(=O)c1ccc(Br)cc1
  ., -5.4%[57.1 µM], 4.8%, -11.9%, -1.5%[57.1 µM], ., -9.2%, ., .
> CN(C)CCCNC(=S)N(CCCN(C)C)Cc1cc2cc3c(cc2[nH]c1=O)OCO3
  0.5, -8.5%, -4.7%, -3.5%, 24.8%, 6.7, -23.9%, 5.0, 0.7
> CCOc1ccc(CCNC(=O)COC(=O)c2ccco2)cc1OCC
  0.3, 6.7%, -1.4%, 12.6%, 0.5%, 1.4, -5.4%, 2.1, -0.5
> Cc1cc(N(C)Cc2ccccc2)n2nc(-c3ccc(C(C)(C)C)cc3)nc2n1
  -0.3, 0.6%, -1.1%, 22.4%, -10.2%, ., -23.2%, 4.5, -0.5
> CC(C)Oc1ccc(C(=O)N(CN2CCCC2=O)c2ccc(F)cc2)cc1
  -1.8, 1.8%, -2.4%, 0.9%, -1.7%, 4.7, -8.3%, 4.2, -0.9
> COc1ccc(CNC(=O)CN(C(=O)CCC(=O)Nc2nccs2)c2cccc(C)c2)cc1
  3.0, 6.2%, -3.9%, 23.3%, 1.1%, -16.1, 1.1%, 6.6, -0.6
> COc1ccc(CNS(=O)(=O)c2ccc3c(c2)CC(C)N3C(=O)C2CC2)cc1 (stereo not given)
  -0.9, 19.7%, -2.3%, 2.7%, 3.8%, 8.3, -21.6%, -2.1, -0.7
> O=C/C=C/c1coc2ccc3ccccc3c2c1=O
  2.5, 15.0%, 2.3%, 5.2%, -1.0%, 13.2, -10.1%, -2.8, 1.2
> COc1ccc(OC)c2sc(N3CCN(C(=O)C4CC4)CC3)nc12
  0.7, 4.3%[57.1 µM], -1.8%, 6.2%, 2.9%[57.1 µM], ., -5.5%, 1.6, -0.2

# Structures listed so far shown as hits in TRHR ag:
Compound,TrxR1 inh,Pin1 inh,TrxR1 substrate,D2 antagonist,USP1-UAF1 inh,TRHR enhancer,TRHR ag
CCn1c(=O)c(C(=O)NNC(=O)c2ccccc2F)c(O)c2ccccc21,4.9%,-0.9%,-6.1%,21.2,-15.8%,-8.1,42.9*

# Bioassay records from PubChem.

# The list is partial. The share of hits here may be higher or lower than overall.
